Screens deposited in PubChem by several laboratories.
IEC-6 cytotox = counter-screen for KLF5 inhibitors: cytotoxicity in IEC-6 cells; actives 0.78% (n = 290,000); AID 1825; IEC-6 cytotoxicity, luminescence viability; inhibition, % at 5 µM; in the data active = inhibition above about 22%;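 note: 0% = plate median of test compound wells and 100% = cytotoxic reference compound wells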
aSyn 5UTR inh = 5' untranslated region of α-synuclein, MLPCN primary screen | actives 0.82% (n = 300,000) | inhibition, % (tested at 7.5 µM) | alpha-synuclein 5'UTR reporter, inhibitor activity; in the data active = inhibition above about 60%; inconclusive = no clear call, values can overlap the other calls;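 note: H4 neuroglioblastoma cells stably carrying SNCA 5'UTR luciferase fusion; 0% = DMSO wells and 100% = positive control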
HSP90 inh = inhibitors of HSP90 luciferase refolding in rabbit reticulocyte lysate. luciferase refolding luminescence, 3 h. inhibition, % at 5.6 µM. actives 0.91% (n = 290,000). AID 1789;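 active = inhibition above the screen-wide mean plus 3 SD, computed separately per campaign, cut at about 16% in these data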;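 note: 0% = DMSO wells and 100% = 60 µM geldanamycin wells; inhibitors lower the luminescence because luciferase stays unfolded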
HSF1 inh = HSF1 inhibition. activity change, negative = inhibition, % at 7.5 µM (by protocol). actives 0.77% (n = 300,000). AID 2098. NIH3T3-HGL HSE-luciferase, MG132-induced, luminescence 8 h; hits give low values;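 active = more than half of replicate wells show activity change below -50%, luminescence cut by over half; inconclusive = some wells, but at most half, below -50%; inactive = no replicate well below -50%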;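 note: luciferase reports HSF-1 transcriptional activity via heat shock element; 0% = median of DMSO wells and -100% = zero luminescence signal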
SKKanGAS inh = inhibitors of SKKanGAS S. pyogenes growth in kanamycin (SK-promoter or general growth effect); BacTiter-Glo, 6 h; inhibition, % at 7.5 µM; actives 1.3% (n = 300,000); AID 1662;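 active = mean replicate score, as percent of positive control median, at least 50; inconclusive = mean below 50 but one replicate at or above 50; inactive = mean and every replicate below 50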;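 note: strain carries kanamycin resistance gene driven by streptokinase promoter and grows in 40 µg/ml kanamycin; loss of luminescence reflects streptokinase promoter inhibition or plain growth inhibition; 0% = median of DMSO wells and 100% = positive control at its reference dose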
Platelet DG rel = platelet dense granule release activity. inhibition, %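 (compounds screened at 7.5 µM in platelet-rich plasma)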. actives 0.22% (n = 300,000). AID 1663. human platelet-rich plasma, SFLLRN dense granule ATP release, luminescence;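 active = mean replicate score, as percent of positive control, at or above 50; inconclusive = mean below 50 but at least one replicate at or above 50; inactive = mean and every replicate below 50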
HSF1 activator = increases HSF-1 driven luciferase reporter signal. activation, % at 9 µM. NIH3T3-HGL HSF-1 luciferase reporter, MG132, 8 h; 100% = twice DMSO control signal. actives 1.7% (n = 300,000);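 active = mean replicate activation of at least 50% with a set share of replicates each reaching 50%; inconclusive = only one of those two conditions met; inactive = mean below 50% and too few replicates reaching it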;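 note: 0% = median of the neutral control wells and 100% = twice that signal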
HIF act = HIF pathway transcriptional activation; actives 0.32% (n = 300,000); activation, % at 7.5 µM (by protocol); AID 1910; U2OS HRE-luciferase reporter, luminescence; normalized: DMSO 0%, desferrioxamine 100%;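 active = mean activation of at least 10% of the iron chelator positive control signal, with at least half of replicates also reaching 10%; inconclusive = mean and replicate majority disagree about reaching 10%; inactive = mean and most replicates under 10%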
KLF5 inhibitor = kruppel-like factor 5 inhibition. DLD-1 KLF5 promoter-luciferase reporter, luminescence. inhibition, % at 5 µM. actives 0.23% (n = 290,000). AID 1700;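 active = inhibition above a per-plate limit of that plate's mean compound inhibition plus 3 SD, cut at about 60% in these data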;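 note: 0% = DMSO wells and 100% = LY294002 at 200 µM; higher means less KLF5 promoter-driven luciferase light; inactives centre near -14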
AI-2 QS modul = modulates the Vibrio harveyi AI-2 quorum sensing system | Vibrio harveyi JMH597 AI-2 luminescence/OD600 ratio, 9 h; hits give low values; strain lacks LuxN and CqsS sensors; 0 = neutral-control median | activity change, % at 7.5 µM | actives 0.4% (n = 300,000) | AID 2094; in the data active = activity change below about -75%, passing the limit was not always enough; inconclusive = no clear call, values can overlap the other calls;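 note: luminescence divided by OD600 gain over 9 h not by final OD600 alone; inactives centre near 13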
An asterisk follows results filed as active; ? = inconclusive; . = not tested or not shown.

item	molecule	IEC-6 cytotox	aSyn 5UTR inh	HSP90 inh	HSF1 inh	SKKanGAS inh
1	CN(c1ccc(OCC(=O)OCC(=O)Nc2ccccc2F)cc1)S(=O)(=O)c1cccs1	-1	-3	6	-7	3
2	CC(=O)Oc1ccc(N2C(=O)C3C4C=CC(C5CC45)C3C2=O)cc1[N+](=O)[O-] (stereo not given)	-2	-20	1	-3	-12
3	CN(C)CCNC=C(C(=O)Nc1ccc(Cl)cc1Cl)C(=O)Nc1ccc(Cl)cc1Cl	-1	45	-2	1	56*
4	CCOC(=O)C1CCCN(C(=O)c2ccc3oc(CCc4ccccc4)nc3c2)C1 (stereo not given)	-2	-72	-11	7	2
5	O=C(NC1CCCN(Cc2ccc(Cl)cc2)C1)c1cccc(F)c1 (stereo not given)	-4	0	2	19	1
6	Cc1occc1C(=O)NNC(=O)COc1ccc(Br)cc1Br	2	-20	-2	0	-7
7	COc1ccc(C(C)(C)C)cc1NC(=O)c1cc(S(=O)(=O)N(C)C)ccc1N1CCCC1	3	37	0	2	-10
8	CC1CCCC(C)N1c1nnc(NC(=O)Cn2c(=O)oc3ccccc32)s1 (stereo not given)	-3	10	-5	13	-3
9	CNc1ccc(/C=C(\CCC(=O)O)c2nc3ccccc3s2)cc1[N+](=O)[O-]	-8	10	-2	-4	26
10	O=C(CSc1nnc(-c2ccco2)o1)NCC(=O)c1ccccc1	-2	22	-1	7	2
11	CCOc1cc(C(N)=O)cc(Br)c1OC	2	15	-1	-6	3
12	O=C(C(Cc1ccccc1)n1cccc1)N1CCCCC1 (stereo not given)	0	10	0	-7	-6
13	Cc1cccc(-c2noc(CN(C(=O)c3ccc(Br)o3)C(C)C)n2)c1	4	-8	1	-2	4
14	COc1ccc(NC(=O)C2(c3ccc(NC(=O)c4ccc(OC(C)=O)cc4)cc3)CCCC2)cc1	2	-16	1	-1	-7
15	CC(NC(=O)C(=O)NCCN1CCN(C(=O)c2ccc([N+](=O)[O-])cc2)CC1)c1ccccc1 (stereo not given)	0	-1	2	4	-10

item	Platelet DG rel	HSF1 activator	HIF act	KLF5 inhibitor	AI-2 QS modul
1	0	1	-0.1	-10	14
2	-7	15	-0.1	-26	18
3	-18	-7	0.4	8	7
4	-8	14	63*	-45	13
5	-2	45	-0.5	-18	7
6	-15	23	0.0	2	15
7	-17	5	-0.4	-15	1
8	-10	-1	-0.2	-22	11
9	0	0	0.7	-18	33
10	-1	32	0.1	-22	40
11	-3	-11	0.5	-30	17
12	41	-7	-0.6	-21	29
13	3	-4	-0.1	-6	31
14	1	12	-0.1	10	2
15	-9	24	0.1	-16	27

The results go on.
item	molecule	IEC-6 cytotox	aSyn 5UTR inh	HSP90 inh	HSF1 inh	SKKanGAS inh
16	O=C(CN(CCc1ccccc1)C(=O)CNS(=O)(=O)c1ccc(F)cc1)NCc1ccco1	-8	-8	-2	-10	-5
17	O=C(C[C@@H]1NS(=O)(=O)OC2CCCCC21)c1ccccc1 (stereo not given in full)	1	3	0	8	3
18	N#CC1=C2Nc3ccccc3N2C(=O)NC1(c1ccccc1)C(F)(F)F (stereo not given)	-4	-6	4	23	2
19	CCCCn1c(=O)[nH]c(=O)c2c1nc(CN1C(=O)c3ccccc3S1(=O)=O)n2CCC	-6	-1	1	7	0
20	O=C(/C=C/c1ccco1)NCCCN1CCN(CCCNC(=O)/C=C/c2ccco2)CC1	-2	-9	0	-6	-4
21	O=C(O)CSc1nnc(-c2ccccc2)o1	4	10	0	-2	-1
22	Cc1ccc(NC(=O)c2c(NC(=O)CCC(=O)O)sc3c2CCCCC3)cc1	1	-46	0	5	19
23	O=C(COC(=O)COc1ccc(Nc2ccccc2)cc1)NCc1ccco1	-10	15	0	.	3
24	CCN1CCN(c2ccc(S(=O)(=O)N3CCOCC3)cc2NC(=O)c2ccc(C)c(C)c2)CC1	.	4	.	-9	0
25	O=c1c2ccccc2nc(SCc2cc(F)ccc2F)n1C1CCCC1	4	28	-1	-3	28
26	CCOc1ccccc1C(=O)Nc1nncs1	1	-15	4	-2	-3
27	COc1ccc(N/C(C)=C2/C(=O)C(=O)N(CCO)C2c2ccc(Br)cc2)cc1 (stereo not given)	2	9	3	-14	2
28	CCOc1ccc(S(=O)(=O)NCCCn2ccnc2)cc1	2	11	2	-1	-2
29	O=C(Nc1ccc(N2CCOCC2)cc1)c1cc2c(s1)CCCCC2	-4	-17	-3	-6	12
30	Cc1ccc(NC(=O)Nc2ccc3c(c2)OCO3)cc1F	1	-109	-2	15	-10

item	Platelet DG rel	HSF1 activator	HIF act	KLF5 inhibitor	AI-2 QS modul
16	0	10	-0.1	-25	-3
17	-1	4	0.7	-26	16
18	7	13	1.4	-4	15
19	0	19	-0.3	-24	17
20	?	-23	0.7	5	9
21	-1	-12	-0.1	-20	23
22	-1	-11	1.3	-5	-10
23	1	.	0.0	13	54
24	-7	-3	-0.1	.	14
25	3	0	-0.6	-11	17
26	-1	-1	-0.2	-34	13
27	-3	-24	-0.4	-29	-8
28	6	22	-0.5	-9	3
29	-7	-9	1.0	30	24
30	-18	22	3.9	-182	8

By substructure: those above containing a Cl atom
item	molecule	IEC-6 cytotox	aSyn 5UTR inh	HSP90 inh	HSF1 inh	SKKanGAS inh
3	CN(C)CCNC=C(C(=O)Nc1ccc(Cl)cc1Cl)C(=O)Nc1ccc(Cl)cc1Cl	-1	45	-2	1	56*
5	O=C(NC1CCCN(Cc2ccc(Cl)cc2)C1)c1cccc(F)c1 (stereo not given)	-4	0	2	19	1

item	Platelet DG rel	HSF1 activator	HIF act	KLF5 inhibitor	AI-2 QS modul
3	-18	-7	0.4	8	7
5	-2	45	-0.5	-18	7

Full records as entered above. Order of values: IEC-6 cytotox	aSyn 5UTR inh	HSP90 inh	HSF1 inh	SKKanGAS inh	Platelet DG rel	HSF1 activator	HIF act	KLF5 inhibitor	AI-2 QS modul
Results for N#CC1=C2Nc3ccccc3N2C(=O)NC1(c1ccccc1)C(F)(F)F (stereo not given) : -4	-6	4	23	2	7	13	1.4	-4	15
Results for COc1ccc(N/C(C)=C2/C(=O)C(=O)N(CCO)C2c2ccc(Br)cc2)cc1 (stereo not given) : 2	9	3	-14	2	-3	-24	-0.4	-29	-8
Results for CCN1CCN(c2ccc(S(=O)(=O)N3CCOCC3)cc2NC(=O)c2ccc(C)c(C)c2)CC1 : .	4	.	-9	0	-7	-3	-0.1	.	14

Later entries.
item	molecule	IEC-6 cytotox	aSyn 5UTR inh	HSP90 inh	HSF1 inh	SKKanGAS inh
31	Cc1ccnc(NS(=O)(=O)c2ccc(C(C)(C)C)cc2)c1	9	-12	3	-8	3
32	Cc1ccccc1Nc1nc(N)nc(CSc2ccccc2)n1	2	-55	0	53	-10
33	CCCC(=O)Nc1c(-c2ccccc2Cl)c(=O)c2ccccc2n1C	-2	-7	1	-9	-2
34	CC(C)c1cc(-c2cc(C(=O)NCc3ccccc3)on2)nc(NC2CCCC2)n1	.	6	.	-3	31
35	O=C1CSC(c2ccccc2F)N1CCN1CCCCC1 (stereo not given)	2	3	3	-36	-6
36	C=CCOC(=O)c1ccc(-n2cncn2)nc1	0	-11	-1	-3	-3
37	O=C(N/N=C/c1ccccc1)c1ccc2c(c1)OCO2	3	-42	16*	10	3
38	COc1cccc(CNC(=O)CCC2CCCN(C(=O)c3ccoc3C)C2)c1 (stereo not given)	5	-32	-2	-5	8
39	O=C1Nc2ccc(Cl)cc2[C@@](C#CC2CC2)(C(F)(F)F)O1	3	28	3	-38	-16
40	CC(C)OCCCNC(=O)CN1C(=O)/C(=C/c2ccccc2F)Oc2ccccc21	8	9	2	-4	1
41	COc1cc(/C=C2/C(=N)N3N=C(CC(=O)N4CCOCC4)SC3=NC2=O)ccc1OCc1ccccc1F	2	-44	1	11	10
42	CCN(CC)C(=O)COC(=O)C1=NN(c2cc(C)ccc2C)C(=O)CC1	1	-1	-3	-8	-2
43	Cc1cccc(OCc2nc(C#N)c(N3CC(C)CC(C)C3)o2)c1 (stereo not given)	4	15	0	7	12
44	Cc1cc2c(NCC(C)O)ncnc2s1 (stereo not given)	-3	15	-1	-1	4
45	CC1CCC(NC(=O)CCNS(=O)(=O)c2ccccc2)CC1 (stereo not given)	-5	-62	-2	4	-3

item	Platelet DG rel	HSF1 activator	HIF act	KLF5 inhibitor	AI-2 QS modul
31	-1	-2	-0.2	3	20
32	-3	118*	0.9	-179	-3
33	-2	-3	0.1	-1	10
34	0	-13	18*	.	2
35	-4	-50	-0.6	-12	-3
36	-3	3	0.4	-19	-3
37	19	26	3.1	-26	-2
38	-6	9	1.4	-3	11
39	-1	-50	-0.8	-19	25
40	-3	-21	0.6	-5	10
41	3	18	1.8	-47	21
42	11	-4	-2.1	-30	.
43	4	4	-0.3	-20	14
44	.	-8	-1.7	-11	14
45	-7	34	1.0	-36	9

Further compounds:
item	molecule	IEC-6 cytotox	aSyn 5UTR inh	HSP90 inh	HSF1 inh	SKKanGAS inh
46	Cc1ccc(-n2nc(C)c3c2OC(N)=C(C#N)C3c2ccc(F)cc2)cc1 (stereo not given)	-5	-75	11	-2	13
47	O=C(NCc1ccccc1)/C(=C/c1ccc([N+](=O)[O-])cc1)NC(=O)c1ccco1	-2	-5	2	2	15
48	C/C(Sc1nnc(Cc2ccccc2)o1)=C(/O)c1ccccc1	-1	12	2	-2	-5
49	CNC(=O)C1=C(C)n2c(nc3ccccc32)NC1c1ccc(OC)cc1 (stereo not given)	4	-12	5	10	-1
50	COc1ccc(OC)c(N2CC(O)=C(c3nc4ccccc4s3)C2=N)c1	-6	5	1	0	19
51	O=C(CNCC1CCCO1)N1CCCCCC1 (stereo not given)	-3	-2	-1	-8	9
52	Cc1ccc2nc3c(cc(S(=O)(=O)c4ccccc4)c(=N)n3Cc3ccco3)c(=O)n2c1	-11	-39	1	31	9
53	COc1ccc(C(=O)Nc2ccc3c(c2)CCCN3C(=O)c2cccs2)c(OC)c1	6	1	-2	1	5
54	CC(C(=O)Nc1ccccc1Br)N1c2cccc3cccc(c23)S1(=O)=O (stereo not given)	0	0	-2	35	10
55	Nc1nonc1-n1nnc(C(=O)N/N=C/c2cccs2)c1CSc1ccccc1	0	5	-5	-1	0
56	CC(=O)C1=C(O)CC(c2ccccc2)CC1=NCCc1c(C)[nH]c2ccccc12 (stereo not given)	5	23	2	13	-5

item	Platelet DG rel	HSF1 activator	HIF act	KLF5 inhibitor	AI-2 QS modul
46	2	-6	-0.2	-7	35
47	-4	7	-14	-21	14
48	-12	-7	.	-35	14
49	2	9	0.3	-7	19
50	-5	-1	0.0	-29	28
51	0	-22	-0.8	-23	3
52	0	33	1.2	-53	4
53	0	-2	0.4	-40	30
54	-7	67*	0.3	-12	20
55	4	1	-0.2	-23	37
56	20	41	-0.1	0	19

An unsorted share of the library. Share with any hit: about 6%.
